CAL PDZ FP-1: human CAL PDZ-peptide interaction inhibition; AID 504414; purified CAL PDZ, TMR-peptide fluorescence polarization, 1 h; 0.02% of 330,000 active; inhibition, % at 20 µM;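 active means highest replicate inhibition of at least 40%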;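 further: plate controls were DMSO neutral control wells for no effect and unlabeled competitor peptide control wells for full effect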
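material = purified tagged CAL PDZ domain construct (CerCALP) | compound dosing = 20 µM, one dose | times = 1 h at RT | measured by = fluorescence polarization from S- and P-plane intensities, G-factor corrected | read-out = inhibition from polarization loss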
AddAB inh: less growth of phage-infected E. coli with AddAB. AID 435030. 0.29% of 330,000 active. E. coli expressing H. pylori AddAB, absorbance growth. inhibition, % at 11.9 µM; in the data active means inhibition above about 12%;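 further: 0% = vehicle wells of infected cells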
E coli growth: reduces bacterial viability in AddAB counter-screen | inhibition, % at 11.9 µM | 0.27% of 330,000 active | E. coli V3065 growth, OD600 absorbance, 18 h;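 active means inhibition above the campaign's mean inhibition across all tested compounds plus 3 SD, cut at about 9.9% in these data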;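 further: uninfected addAB+ strain grown without phage in ampicillin broth; 0% = DMSO wells and 100% = ciprofloxacin 0.95 µg/ml wells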
SR-BI DiI-HDL act: enhances SR-BI lipid uptake from DiI-HDL; CHO ldlA[mSR-BI] cells, DiI-HDL uptake fluorescence, 3 h; 100 = double the neutral-control signal; activation, % at 12.5 µM; 0.096% of 320,000 active;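 active means mean replicate activation of at least 60% and every replicate at or above 60%; inconclusive means mean or all-replicate condition met, but not both; inactive means mean below 60% and not all replicates reaching 60%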;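 further: 0% = median plate neutral-control signal and 100% = twice that signal; values of inactives mirror those of a sister screen read the other way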
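Assay system: LDL receptor-deficient CHO ldlA cells overexpressing murine SR-BI / Medium: BSA-supplemented, HEPES-buffered Ham's F12, pH 7.4 / Probe or stimulus: DiI-labelled HDL at 10 µg/mL final / Timing: compound with DiI-HDL co-incubation, 3 h at 37 °C / Technique: bottom-read cell fluorescence after medium removal, ex 550/em 595 nm / Measure: HDL uptake via cellular fluorescence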
CAL PDZ FP-2: CAL PDZ (human) peptide binding inhibition | Q9HD26 | purified CAL PDZ, TMR-peptide fluorescence polarization, 1 h | inhibition, % at 24.9 µM | 0.92% of 300,000 active | AID 602252;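 active means mean inhibition of at least 30% with at least half of replicates also reaching 30%; inconclusive means no clear call, values can overlap the other calls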;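 further: 0% = DMSO neutral control and 100% = excess unlabeled competitor peptide PRC23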
MITF TRPM1 HTS: activators of MITF-driven TRPM1 promoter activity in SK-MEL-5 cells. AID 588334. 0.75% of 300,000 active. SK-MEL-5 TRPM1-promoter luciferase, 24 h; % of positive control, neutral wells = 0. activation, % at 12.5 µM;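 active means mean activation of at least 80% with every replicate also reaching 80%; inconclusive means mean reaches 80% but some replicate falls short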;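 further: 0% = neutral control wells and 100% = parthenolide positive control wells; values of inactives mirror those of a sister screen read the other way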
SR-BI HDL uptake: blocks mouse SR-BI lipid uptake from DiI-HDL; AID 488896; 0.96% of 320,000 active; inhibition, % at 12.5 µM; ldlA[mSR-BI] CHO cells, DiI-HDL uptake fluorescence, 3 h;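 active means mean replicate inhibition of at least 70% and a set share of replicates each scoring 70 or more; inconclusive means meets just one of the two criteria; inactive means fails both criteria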;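 further: 0% = median of neutral control wells and 100% = median of positive control wells; values of inactives mirror those of a sister screen read the other way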
Target sequence (Q61009 whole entry, looked up): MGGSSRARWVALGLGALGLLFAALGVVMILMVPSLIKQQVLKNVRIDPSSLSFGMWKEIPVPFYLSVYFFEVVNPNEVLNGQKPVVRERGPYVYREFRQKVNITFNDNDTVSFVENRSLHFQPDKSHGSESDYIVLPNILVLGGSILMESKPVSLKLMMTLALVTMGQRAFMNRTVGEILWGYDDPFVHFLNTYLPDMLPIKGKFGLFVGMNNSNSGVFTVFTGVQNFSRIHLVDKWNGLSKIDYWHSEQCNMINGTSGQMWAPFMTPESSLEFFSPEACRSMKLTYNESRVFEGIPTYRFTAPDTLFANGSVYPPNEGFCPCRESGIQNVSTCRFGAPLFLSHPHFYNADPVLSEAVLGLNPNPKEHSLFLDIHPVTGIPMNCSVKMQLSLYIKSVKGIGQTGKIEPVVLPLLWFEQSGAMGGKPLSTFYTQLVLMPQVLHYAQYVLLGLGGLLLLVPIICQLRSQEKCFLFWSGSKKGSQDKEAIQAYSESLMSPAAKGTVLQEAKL
phage Ecoli inh: E. coli growth loss with phage present; AID 651602; 0.26% of 360,000 active; growth absorbance; inhibition, % at 11.9 µM; in the data active means inhibition above about 11%
Wnt act: Wnt/beta-catenin pathway activation. activation, % at 9.35 µM. Wnt/beta-catenin reporter cell assay, activator, plate reader. 1.2% of 300,000 active; in the data active means activation above about 30%, passing the limit was not always enough; inconclusive means no clear call, values can overlap the other calls;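 further: 0% = neutral control wells and 100% = positive control wells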
Tat transport: inhibitors of E. coli Tat protein transport. E. coli MC4100 TorA-mCherry Tat export, fluorescence. inhibition, % at 10 µM. 0.036% of 340,000 active. AID 488895;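 active means mean replicate inhibition at least 50% and at least half of replicates individually reaching 50%; inconclusive means only one of the two criteria met; inactive means neither criterion met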;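 further: exported cargo escapes ClpAP degradation while cytoplasmic cargo is degraded and loses fluorescence; 0% = median of neutral control wells and 100% = median of NaSCN control wells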
An asterisk follows results filed as active; ? = inconclusive; · = no result given.

SMILES | CAL PDZ FP-1 | AddAB inh | E coli growth | SR-BI DiI-HDL act | CAL PDZ FP-2 | MITF TRPM1 HTS | SR-BI HDL uptake | phage Ecoli inh | Wnt act | Tat transport
Cn1ncc2cc(NC(=S)NC(=O)c3ccccc3)ccc21 | 0.2 | 0.8 | 0.9 | -9.8 | -3.7 | 58.1 | 9.8 | 0.9 | · | -4.1
Cc1ccc(C(=O)NCC(=O)NCC(c2cccs2)N(C)C)cc1C (centres undefined) | 0.0 | 2.7 | -0.3 | 5.4 | -1.5 | 1.2 | -5.4 | 2.9 | -0.8 | -11.0
COCCNc1oc(-c2ccccc2Cl)nc1C#N | -0.9 | 1.4 | -0.8 | -0.7 | · | 31.1 | 0.7 | 4.3 | -3.9 | -1.0
CCOC(=O)CNC(=O)Cn1cnc2c(nnn2-c2cccc(OC)c2)c1=O | -0.7 | · | · | -12.1 | 2.5 | -0.7 | 12.1 | 1.5 | -1.4 | -2.0
COc1ccc(NC(=O)c2ccco2)cc1NC(=O)c1ccc(Br)o1 | -0.5 | 1.6 | -2.1 | -56.3 | -5.7 | -4.5 | 56.3 | 2.5 | · | -5.9
CC1Cc2ccccc2N1C(=O)COC(=O)c1ccc(Cl)c(S(=O)(=O)N2CCOCC2)c1 (centres undefined) | -0.5 | 0.9 | 0.8 | -58.9 | -1.0 | 9.0 | 58.9 | 6.0 | -1.9 | 4.6
COc1ccc(CCNC(=O)CN(C)S(=O)(=O)c2ccc(OC)cc2)cc1 | 17.5 | 1.6 | -1.5 | -15.3 | -2.4 | 1.0 | 15.3 | 1.3 | 5.4 | 4.1
NC(=O)[C@H]1CC2(CC(c3cccc(NC(=O)CC(c4ccccc4)c4ccccc4)c3)=NO2)CN1C(=O)CC(c1ccccc1)c1ccccc1 (some centres undefined) | -5.1 | -1.1 | -1.9 | 9.9 | -6.7 | -16.7 | -9.9 | -0.3 | -4.6 | -2.2
CCN(CC)S(=O)(=O)c1ccc(-c2nnc(SCC(=O)Nc3nc(C)cs3)o2)cc1 | -3.2 | -2.3 | -2.7 | -48.3 | -2.3 | -4.0 | 48.3 | 1.6 | · | -1.3
CCOc1ccc(NC(=O)C/C(C)=N/NC(=O)Cc2ccc(Cl)cc2)cc1 | -1.1 | -0.7 | -1.1 | 0.7 | -4.0 | 0.5 | -0.7 | 0.1 | -1.2 | -1.7
Cc1cc(=O)oc2cc(OCC(O)Cn3ccnc3)ccc12 (centres undefined) | -0.9 | 4.8 | 2.4 | 21.6 | -0.2 | · | -21.6 | 3.3 | -0.6 | -3.8
Cc1ccc(N(CC(=O)N/N=C/c2cccc(Br)c2)S(C)(=O)=O)cc1 | -0.5 | -1.9 | 0.0 | 13.4 | 2.6 | 12.0 | -13.4 | 2.3 | -2.0 | -4.8
CCOc1ccc(CCNC(=O)C2CC(=O)N(CCc3ccc(OC)c(OC)c3)C2)cc1OCC (centres undefined) | -0.2 | -2.0 | -0.5 | -20.6 | -3.2 | 4.8 | 20.6 | 4.3 | -16.4 | -29.2
COc1ccc(C(CNC(=O)c2cccc(N(C)C)c2)N2CCCC2)cc1 (centres undefined) | -0.9 | 2.2 | 2.2 | 3.1 | 2.3 | · | -3.1 | 1.3 | 1.7 | -1.6
CN(C)CCOC(=O)C1(c2ccccc2)CCCC1 | -0.3 | 1.1 | 1.3 | 7.2 | -1.6 | 6.6 | -7.2 | 3.9 | · | 2.7
Cn1c(=O)c2c(O)c([N+](=O)[O-])c(=O)n(C)c2n(C)c1=O | -0.2 | 5.7 | 2.2 | 29.6 | · | · | -29.6 | 2.6 | 2.3 | -14.0
Cc1ccc(NCC(=O)c2ccc(C)cc2)cc1 | · | 0.8 | 0.5 | 15.8 | -3.7 | 84.4* | -15.8 | 2.1 | 14.8 | -7.1
CCc1c(C#N)c(SCCC(=O)Nc2ccc(C)cc2)nc2c1C(=O)CC(C)(C)C2 | -1.0 | 0.2 | -2.2 | -73.2 | -4.6 | -3.5 | 73.2* | 3.3 | · | 4.7
O=C(CSc1nncs1)Nc1ccc(Cl)cn1 | -2.0 | 4.3 | 0.0 | 17.2 | -2.7 | 9.3 | -17.2 | 2.2 | 3.6 | -1.2
O=C(CC(=O)c1cc(Cl)ccc1O)c1ccccc1 | -3.0 | -3.4 | -1.7 | 8.6 | -2.7 | 22.0 | -8.6 | -3.2 | 24.9 | -13.9
Cc1cccc(Nc2ncnc3c2cnn3C)c1 | -3.2 | -1.2 | -2.6 | -23.0 | -16.4 | 6.7 | 23.0 | 4.7 | 0.0 | 3.9
O=C(Nc1nc(-c2ccccc2)cs1)C1COc2ccccc2O1 (centres undefined) | -1.3 | 2.9 | 0.1 | -0.3 | -2.5 | 23.5 | 0.3 | -2.7 | · | -5.7
OC(COCc1ccc2c(c1)OCO2)CN1CCC(Cc2ccccc2)CC1 (centres undefined) | -0.3 | 1.0 | 0.2 | -16.8 | -2.3 | 3.4 | 16.8 | 0.9 | -0.2 | -0.2
c1ccc2c(c1)ncn2CCn1cnc2ccccc21 | -0.6 | 2.4 | 0.0 | -22.5 | 2.3 | · | 22.5 | 3.8 | · | 4.6
COc1cccc(CCNC(=O)CCCC(=O)c2ccccc2)c1 | -2.7 | -0.7 | 0.4 | -9.8 | 0.9 | · | 9.8 | 4.0 | -0.1 | -13.6

(more compounds)
SMILES | CAL PDZ FP-1 | AddAB inh | E coli growth | SR-BI DiI-HDL act | CAL PDZ FP-2 | MITF TRPM1 HTS | SR-BI HDL uptake | phage Ecoli inh | Wnt act | Tat transport
CC(=O)Nc1ccc(-c2nnn(CC(=O)c3ccc(F)cc3)n2)cc1Cl | -0.3 | -0.3 | 1.1 | -24.4 | -3.3 | 4.6 | 24.4 | 1.5 | -3.5 | -6.0
CCOc1ccc(NC(=O)CC2C(=O)N(c3ccccc3)C(=O)N2CCc2cccs2)cc1 (centres undefined) | -0.9 | 1.6 | -0.6 | 24.6 | 0.3 | -10.6 | -24.6 | 2.7 | -0.7 | -5.0
CCN(C(=O)c1cccs1)c1nnc(-c2ccncc2)s1 | -2.7 | 3.1 | -0.9 | -25.9 | -3.1 | 18.3 | 25.9 | 1.4 | 18.2 | 5.5
COc1ccc2c(c1)CCCC21SC(NC(C)=O)=NN1C(C)=O (centres undefined) | -0.8 | -2.5 | -2.2 | 3.5 | 0.7 | -0.6 | -3.5 | -0.5 | -0.3 | 7.0
O=C(NCCc1ccccn1)C1CCCN(S(=O)(=O)Cc2ccccc2)C1 (centres undefined) | -1.0 | 0.5 | -2.0 | 26.6 | -1.8 | 7.6 | -26.6 | 2.1 | -0.5 | -6.6
CC(OC(=O)CN(C)S(=O)(=O)c1ccc(Cl)cc1)C(=O)Nc1ccc(N2CCOCC2)cc1 (centres undefined) | -1.0 | · | · | -15.0 | -1.5 | 16.7 | 15.1 | -1.6 | -2.0 | 2.5
Cc1ccc(-n2nc(C)c(C(=O)N3CCN(C(=O)c4ccco4)CC3)c2-n2cccc2)cc1 | -2.4 | 0.6 | -1.4 | 0.6 | -5.4 | -3.5 | -0.6 | 2.5 | 5.4 | 10.9
Cc1ccccc1-n1c(SCC(=O)NC(N)=O)nc2sc(-c3ccccc3)cc2c1=O | -1.7 | -0.6 | -1.8 | -6.9 | -5.5 | 4.3 | 6.9 | 2.9 | -2.9 | 1.5
CCOc1c(/C=C(\C#N)C(N)=O)c2ccccc2n1CC | -0.6 | 4.0 | 2.0 | 0.5 | -1.0 | -0.6 | -0.5 | 1.9 | · | -5.9
O=C1C=C(NCc2ccncc2)CC(c2ccccc2)C1 (centres undefined) | 0.0 | 2.6 | 0.4 | 9.9 | · | -6.1 | -9.9 | 1.6 | · | -1.1
Nc1c(Cl)cc2c(c1Oc1ccccc1)C(=O)c1ccccc1C2=O | -2.7 | 2.6 | -0.6 | -36.3 | -3.5 | 26.4 | 36.3 | -3.1 | 1.6 | 1.5
O=C(CCc1nc(-c2ccccc2F)no1)NCCN1CCc2ccccc2C1 | -0.9 | 1.7 | -2.2 | -38.8 | -1.1 | -8.3 | 38.8 | · | · | 1.9
CCOC(=O)c1c(C(C)(C)C)oc2ccc(OCC#N)cc12 | -0.1 | 0.5 | 2.7 | -18.0 | 1.6 | -0.5 | 18.0 | 1.1 | · | 12.0
COc1cc(/C=C/C(=O)NCCn2c(C)cc3ccccc32)cc(OC)c1OC | 0.3 | -4.0 | 0.0 | -52.0 | · | · | 52.0 | 2.2 | 6.1 | 0.7
CCCOc1ccc(N2C(=O)CC(SCCN)C2=O)cc1 (centres undefined) | -0.8 | 2.1 | 0.5 | 27.7 | -3.8 | · | -27.7 | 2.2 | · | -15.6
O=C(CNC1=NCCC1)c1ccc(Cl)cc1 | -2.7 | -0.5 | -3.0 | 38.9 | -1.6 | 14.0 | -38.9 | 1.1 | · | 10.8
CC(=O)c1c(C)[nH]c(C(=O)OCc2nc3ccsc3c(=O)[nH]2)c1C | -3.0 | 0.9 | 2.3 | -71.1 | -2.2 | 24.9 | 71.1* | -1.1 | 7.4 | 0.1
CCOC(=O)CNS(=O)(=O)Cc1ccccc1 | -0.2 | -0.1 | -2.7 | 25.8 | -1.1 | 9.0 | -25.8 | 2.2 | 0.7 | ?
O=C(c1cccc(-c2ccccc2)c1)N1CC[C@@H](N2CCC(O)CC2)[C@H](O)C1 | -2.3 | 1.7 | 1.8 | 27.9 | 5.4 | -7.0 | -27.9 | 1.4 | -1.1 | -7.7
Cc1nnc(N/N=C/c2cc(C)n(-c3ccc(F)cc3)c2C)n1N | -3.1 | 7.6 | 6.2 | 8.3 | -2.0 | 7.3 | -8.3 | 3.5 | 2.9 | -18.5
NNC(=O)c1ccc2nc(-c3ccc(Br)cc3)cn2c1 | -2.3 | -0.9 | -0.2 | -20.8 | 4.1 | 92.8* | 20.8 | 3.2 | 15.8 | -0.3
CCOc1ccc(N2C(=O)CC(SC(=NC)Nc3ccc4c(c3)OCO4)C2=O)cc1 (centres undefined) | -0.7 | -1.0 | 0.8 | -14.3 | · | · | 14.3 | 2.2 | · | -2.4
CC1C(=O)Nc2ccc(S(=O)(=O)N3CCN(c4ccccc4F)CC3)cc2NC1=O (centres undefined) | -1.1 | 1.2 | -0.6 | 18.0 | · | -10.8 | -18.0 | 1.2 | -0.3 | 2.4
CCCc1cc(=O)[nH]c2nnc(SCC(=O)NC3CCCCC3)n12 | -1.9 | -0.9 | -0.7 | 5.4 | -2.3 | 5.1 | -5.4 | 4.9 | -2.3 | -4.1
O=C(Nc1ccc(Cl)cn1)c1cnn2cccnc12 | 0.5 | 3.5 | 0.9 | 14.1 | -4.9 | 37.6 | -14.1 | 1.7 | -0.7 | 0.1

High-throughput results as filed in PubChem.
